Bioassay records (PubChem BioAssay)
NPY-Y2 PAM-ag: NPY-Y2 potentiators or agonists, primary screen, cell-based; Neuropeptide Y receptor type 2 (Homo sapiens), P49146; cells expressing NPY-Y2, potentiator/agonist read-out; activation, % at 3.6 µM; 220,000 compounds, 0.45% hits; AID 1359, 2008; in the data active = activation above about 27%;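 note: cells stimulated with NPY near EC25 plus isoproterenol at EC100; 0% = vehicle plus submaximal agonist and 100% = vehicle plus saturating agonist; some results beyond the cut were filed as inactive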
S1P4 antag: S1P4 receptor antagonists, primary screen, cell-based | AID 1510, 2009 | inhibition, % at 4.98 µM | Sphingosine 1-phosphate receptor 4 (Homo sapiens), O95977 | S1P4-expressing cells, antagonist mode, reporter read-out | 220,000 compounds, 0.26% hits; in the data active = inhibition above about 29%;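 note: 0% = wells stimulated with agonist and 100% = vehicle wells without agonist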
Target sequence (O95977 whole entry, looked up): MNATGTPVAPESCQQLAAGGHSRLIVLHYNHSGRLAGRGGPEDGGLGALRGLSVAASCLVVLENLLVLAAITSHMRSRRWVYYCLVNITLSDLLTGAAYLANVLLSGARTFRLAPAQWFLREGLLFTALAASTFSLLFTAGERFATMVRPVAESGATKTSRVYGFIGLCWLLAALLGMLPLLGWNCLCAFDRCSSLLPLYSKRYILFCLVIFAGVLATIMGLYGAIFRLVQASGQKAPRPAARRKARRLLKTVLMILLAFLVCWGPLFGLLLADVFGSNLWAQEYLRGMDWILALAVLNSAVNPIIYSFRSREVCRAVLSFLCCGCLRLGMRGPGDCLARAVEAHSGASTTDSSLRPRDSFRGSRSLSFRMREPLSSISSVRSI
S1P4 agonist: S1P4 receptor agonists, primary screen, cell-based; Sphingosine 1-phosphate receptor 4 (Homo sapiens), O95977; S1P4-expressing cell line, agonist reporter assay; activation, % at 4.98 µM; 220,000 compounds, 0.35% hits; AID 1509, 2009; in the data active = activation above about 11%;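 note: 0% = DMSO vehicle and 100% = reference agonist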
EP2 modulator: EP2 receptor modulators, cAMP readout, primary screen, cell-based, HTRF cAMP, PGE2 stimulation; EP2-expressing cells, cAMP HTRF FRET, PGE2 co-stimulation; 260,000 compounds, 0.83% hits; induction, % at 25 µM; AID 940, 2007;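 active = compounds whose cAMP rise, as percent of the full-agonist control response, exceeds 60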;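 note: rat C6 glioma line stably carrying human EP2 under a CMV promoter; the protocol text gives 20 µM as final concentration; 100% = response of wells given 1 µM PGE2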
NPY-Y1 antag: NPY-Y1 receptor antagonists, primary screen, cell-based; Neuropeptide Y receptor type 1 (Homo sapiens), P25929; HEK293-CNG Y1 cells, membrane potential fluorescence; NPY at EC95, then isoproterenol; inhibition, % at 3.6 µM; 200,000 compounds, 1% hits;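 active = inhibition above the campaign mean inhibition of all tested compounds plus 3 SD, cut at about 20% in these data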;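 note: 0% = DMSO wells given NPY plus isoproterenol and 100% = isoproterenol alone without NPY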
Target sequence (P25929 whole entry, looked up): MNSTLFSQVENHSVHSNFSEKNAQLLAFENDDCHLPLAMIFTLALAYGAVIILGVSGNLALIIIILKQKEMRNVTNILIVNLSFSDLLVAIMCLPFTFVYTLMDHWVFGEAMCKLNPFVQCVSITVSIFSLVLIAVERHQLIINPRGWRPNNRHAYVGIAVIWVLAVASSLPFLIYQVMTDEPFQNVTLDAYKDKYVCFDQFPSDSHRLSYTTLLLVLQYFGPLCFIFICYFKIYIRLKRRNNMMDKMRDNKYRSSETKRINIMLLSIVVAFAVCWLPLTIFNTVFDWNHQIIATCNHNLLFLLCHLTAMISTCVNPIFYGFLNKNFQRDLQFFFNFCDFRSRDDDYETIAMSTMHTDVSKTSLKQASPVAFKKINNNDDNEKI
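Material: HEK293 Y1/CNG channel cell line | Also added: NPY (25 nM), isoproterenol (1 µM), Ro 20-1724 (25 µM) | Compound: One concentration, 3.6 µM, in 0.4% DMSO | Schedule: 3 h dye uptake, 1 h room-temperature compound, 45 min post-isoproterenol | Signal: Membrane-potential fluorescent dye readout | Read-out: % inhibition of NPY effect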
TRPML3 ag: human TRPML3 channel agonists, primary screen, cell-based, HEK293 TRPML3-YFP, Fluo-8 calcium fluorescence, 3 µM | 220,000 compounds, 0.29% hits | AID 1448, 2008 | Mucolipin-3 (Homo sapiens), Q8TDD5 | 100% = the carbachol control signal | activation, % at 3 µM;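 active = activation above its plate's cutoff, the mean activation of the plate's test wells plus 3 SD, cut at about 12% in these data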;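 note: 0% = DMSO only wells and 100% = carbachol wells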
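system = HEK293 cells stably carrying human TRPML3-YFP | doses = one concentration, 3 µM nominal, 0.3% DMSO | timing = dye loading 1 h 37 °C then 30 min ambient, 125 s read | detection = Fluo-8 calcium dye fluorescence, ex 470-495, em 515-575 nm | benchmarks = high control carbachol 87 µM, low control DMSO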
NPY-Y1 PAM-ag: NPY-Y1 receptor potentiators or agonists, primary screen, cell-based | NPY-Y1 expressing cells, potentiator/agonist activation | activation, % at 3.6 µM | 220,000 compounds, 0.37% hits; in the data active = activation above about 33%, passing the limit was not always enough;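 note: cells stimulated with NPY at EC10 then isoproterenol at EC100; 0% = low agonist plus stimulus and 100% = saturating agonist plus stimulus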
CHOP inh: inhibitors of CHOP promoter induction, primary screen, cell-based, unfolded protein response, luciferase reporter; 220,000 compounds, 3.8% hits; CHO-K1 CHOP-promoter luciferase, tunicamycin-induced, 15-18 h; inhibition, % at 10 µM;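 active = compounds that reduced the stress-induced luciferase reporter signal by more than about 70% of percent inhibition, limit read from the data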;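 note: 0% = tunicamycin plus vehicle and 100% = wells without tunicamycin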
zfTRPN1 agonist: zebrafish TRPN1 channel agonists, primary screen, cell-based, HEK293, calcium fluorescence | activation, % at 3 µM | 220,000 compounds, 0.18% hits | HEK293 zebrafish TRPN1-YFP, Fluo-8 calcium fluorescence; 100% = response to 87 µM carbachol | transient receptor potential cation channel N1 (TRPN1/NompC), Danio rerio;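 active = activation above its plate's cutoff, the mean activation of test wells on that plate plus 3 SD, cut at about 19% in these data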;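 note: 0% = DMSO alone and 100% = 87 µM carbachol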
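Material: zebrafish TRPN1-YFP in HEK293 cells; Doses: single test compound dose, 3 µM nominal, 0.3% DMSO; Timing: dye loading 1 h at 37 °C, then 30 min room temperature; Technique: intracellular calcium fluorescence with Fluo-8; Benchmarks: high carbachol 87 µM, low DMSO alone.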
The depositor's hits bear a star; · = no result given; & = joins results of further samples.

item	Molecule	NPY-Y2 PAM-ag	S1P4 antag	S1P4 agonist	EP2 modulator	NPY-Y1 antag	TRPML3 ag	NPY-Y1 PAM-ag	CHOP inh	zfTRPN1 agonist
1	COc1ccc(CN2CCN(Cc3nc4ccccc4s3)CC2CCO)c(C)c1C (stereo not given)	-26.2	7.8	1.6	-34.5	8.9	1.5	-26.4	23.1	1.9
2	Nc1nc(CN2CCN(c3ccccc3)CC2)nc(Nc2ccc(Cl)cc2)n1	5.5	14.5	-1.5	-15.9	-0.2	2.5	2.7	59.1	2.4
3	COc1ccc(CC(=O)Nc2ccc(C(=O)O)cc2NC(=O)Cc2ccc(OC)cc2)cc1	-4.3	-12.0	1.1	-8.6	-5.4	0.1	23.1	-0.2	-0.1
4	CC1CN(S(=O)(=O)c2ccc(Cl)c(S(=O)(=O)N3CC(C)OC(C)C3)c2)CC(C)O1 (stereo not given)	14.8	4.5	1.4	-10.4	4.5	0.3	10.5	-0.2	-0.1
5	C/C(O)=C(/N=O)C(=O)Nc1ccccc1	3.0	10.0	-0.2	-4.2	3.8	-1.2	-3.0	-10.6	1.0
6	O=C(COc1ccc(-n2cnnn2)cc1)NC1CCCCC1	-1.9	-1.3	0.3	-0.5	6.3	0.9	1.6	0.7	-0.9
7	CC(C)Oc1ccc(Cc2c(O)nc(NCCCN(C)C)[nH]c2=O)cc1	7.7	-7.8	0.7	52.5	3.3	0.4	17.5	-1.6	0.5
8	CC1=C(C(=O)OCc2ccccc2)C(c2cccnc2)n2ncnc2N1 (stereo not given)	14.7	-22.0	0.0	10.8	2.0	-0.1	8.0	-0.7	0.8
9	CSCC[C@@H](C(=O)Nc1ccc2c(c1)OCCO2)N1Cc2ccccc2C1=O	-13.3	-2.2	-1.3	-6.2	2.5	-0.4	6.8	-13.8	-0.4
10	CN1CCN(NC(=O)C2CC2)CC1	11.8	-16.9	-0.3	-1.6	8.2	1.1	2.3	-13.3	1.7
11	O=S(=O)(c1ccccc1)c1nc(-c2ccccc2)oc1NCc1cccnc1	28.2	0.8	-0.9	6.4	2.4	0.1	6.6	2.6	1.0
12	CCOC(=O)C1(CCCc2ccccc2)CCN(C(=O)Cc2nonc2C)CC1	-18.5	13.8	0.2	2.3	15.7	-0.8	-6.3	4.6	0.2
13	O=C(NCc1ccccc1)c1ccc2c(c1)OCCO2	9.8	1.4	-0.8	0.8	5.4	0.5	-5.8	-24.8	-1.2
14	O=C(COc1cccnc1[N+](=O)[O-])N1CCc2ccccc2C1	3.7	-10.9	0.4	-26.1	-1.1	0.4	17.6	12.6	1.5
15	Fc1ccccc1Oc1nc(-c2ccncc2)nc2ccccc12	-0.6	18.2	1.3	52.7	·	0.9	-22.8	35.1	0.2
16	Cc1cc(C)c(S(=O)(=O)N(CC(=O)O)CC(=O)O)c(C)c1	-0.2	5.3	-2.8	4.9	3.0	0.7	-7.4	-13.7	2.2
17	N/C(=N\OC(=O)COc1ccc2ccccc2c1Br)c1cccnc1	-19.2	-3.9	-1.2	58.9	16.4	-0.2	-27.5	-10.0	-0.2
18	CN(C)C=Nc1ncc2c([nH]c3ccccc32)c1C#N	0.9	-18.0	0.2	-29.1	-2.4	0.6	-21.3	-7.1	0.6
19	COc1ccccc1C(=O)n1nc(-c2cccnc2)nc1N	6.6	1.4	-1.1	3.4	-1.9	-0.2	-1.3	32.4	0.2
20	Cc1nc2ccc(S(=O)(=O)NCC(=O)N(C)Cc3ccccc3)cc2s1	-2.0	0.1	-0.8	-28.7	-2.6	0.5	-2.6	27.0	-1.6
21	COc1ccc(NC(=O)C(c2ccc(C)cc2)N(C)C(=O)CC2NC(=O)NC2=O)cc1 (stereo not given)	8.5	-9.4	-0.2	-2.3	1.4	0.7	7.3	17.9	0.4
22	CN(CCC#N)CC(=O)Nc1ccc(S(N)(=O)=O)cc1	2.9	-13.0	-0.2	15.1	-1.0	0.7	-9.2	19.3	1.5
23	O=C1C2C(C(=O)N1CCc1ccccc1)C1C=CC2C12CC2 (stereo not given)	9.3	-9.5	2.4	-20.8	0.9	2.3	-8.8	-11.9	-0.5
24	CN(C)CCNC(=O)c1ccccc1-c1ccccc1	11.5	-1.2	1.6	-5.0	-10.0	1.4	-11.1	-10.2	0.2
25	CCn1nnnc1SCC(=O)Nc1nc2ccccc2s1	-12.3	4.3	-1.2	-49.9&-15.5	4.1	1.4	-2.1	-9.0	1.1
26	Cc1nc2ccccc2c(=O)n1NC(=O)c1cccnc1Cl	-2.0	-5.6	2.9	12.2	-3.0	0.9	30.4	15.9	1.0
27	NS(=O)(=O)c1ccc(NC2=CC(c3ccc(F)cc3)N(c3ccc(S(N)(=O)=O)cc3)C2=O)cc1 (stereo not given)	2.7	-3.3	0.8	-41.1	·	-0.4	9.1	-15.2	1.0
28	COC(=O)c1ccc(-c2noc(CN(C)CCC3CCCCO3)n2)cc1 (stereo not given)	-13.1	8.4	1.1	-21.2	10.0	1.9	4.9	2.7	1.6
29	CCOC(=O)C1=C(C)NC(SCC(=O)Nc2nc(C)cs2)=C(C#N)C1c1cccs1 (stereo not given)	-7.4	-16.0	2.9	-5.3	6.3	-1.4	-8.4	74.5*	-1.1
30	O=C1NC(=O)/C(=C/c2ccccn2)S1	-11.4	-17.6	0.6	16.4	·	-0.3	-4.0	11.2	0.6
31	Cn1c(N)c(C(=O)COC(=O)CSc2ccc3ccccc3c2)c(=O)n(C)c1=O	-16.6	-13.1	2.1	1.1	13.7	-0.2	-37.5	15.9	0.6
32	O=S(=O)([N-]c1nc2ccccc2nc1-[n+]1ccc(-c2ccncc2)cc1)c1ccccc1	0.2	-12.4	1.1	20.7	-2.2	1.0	16.1	-1.7	2.8
33	COc1ccc(S(=O)(=O)Nc2nc3ccccc3s2)cc1OC	-1.4	-4.2	-2.4	14.7	9.0	1.0	-13.5	-14.0	0.6
34	COC(=O)c1sc(NC(=O)/C=C/c2ccccc2Cl)nc1C	-5.3	-8.5	1.1	-22.5	2.1	1.2	-1.5	-6.6	0.3
35	Cc1noc(C)c1COc1ccc(C(=O)OCC(=O)N2c3ccccc3NC(=O)C2(C)C)cc1	-7.0	0.6	-1.7	-12.2	-0.7	1.9	3.8	-0.9	1.2
36	Cc1ccc(CN(Cc2cc3cccc(C)c3[nH]c2=O)C(=S)NCCCN(C)C)cc1	-29.9	-10.2	0.9	-55.5	9.9	1.2	-45.5	18.7	9.9
37	COC(=O)CC1COc2ccccc2N1C(=O)c1ccc(Cl)cc1 (stereo not given)	25.6	-5.2	0.8	30.5	9.9	0.1	8.6	5.6	-0.6
38	CCCCNC(=S)NNC(=O)CCn1cc(C)cn1	1.9	-0.2	-0.3	1.8	1.8	0.9	-2.6	-22.4	1.2
39	C=CCNC(=S)N(CC=C)C1CCS(=O)(=O)C1 (stereo not given)	9.1	-5.3	1.0	16.0	1.2	1.0	7.9	-6.6	1.6
40	CSc1ccccc1C(=O)C1CCCN(S(=O)(=O)N(C)C)C1 (stereo not given)	5.8	-7.3	0.8	-7.1	-0.6	0.3	-10.0	-29.9	2.1
41	O=C(Nc1cc(C(=O)N2CCCC2)ccc1N1CCCC1)c1ccccc1F	39.4*	-14.9	-0.2	-1.0	-8.0	0.2	44.3*	33.7	0.1
42	CCOC(=O)c1c(NC(=O)c2ccco2)n(C2CCCCC2)c2nc3ccccc3nc12	7.8	-1.6	2.7	21.1	24.7*	-0.7	2.6	40.3	-0.6
43	Clc1cccc2sc(N3CCCCC3)nc12	3.1	-12.6	0.1	-21.5	2.3	-0.8	-17.4	56.9	-0.9
44	COc1ccccc1/C=C/C(=O)c1c2c(c(C)[nH]c1=O)CCCC2	1.3	4.9	-0.2	6.8	-3.8	0.1	12.1	-1.0	0.0
45	O=C(N/N=C/c1ccc(O)cc1)c1cc(C23CC4CC(CC(C4)C2)C3)[nH]n1	4.7	12.2	-0.4	-22.3	·	0.6	24.6	-6.2	3.5
46	COC(=O)c1c(NC(=O)c2cccnc2Cl)sc(C(=O)N(C)C)c1C	-12.9	-12.7	-0.7	-6.0	-1.2	0.1	-9.2	13.3	2.5
47	C/C(=N\NC(=O)c1nn(C)cc1Br)c1ccncc1	-5.1	-12.3	-0.5	0.1	1.9	0.8	-3.0	8.6	0.1
48	Cc1ccc(/C=N/NC(=O)CSc2ccccn2)o1	2.6	10.3	1.6	-4.3	·	0.6	0.0	-0.3	-0.2
49	O=C(c1ccc2c(c1)N(Cc1ccc(F)cc1)C(=O)CS2)N1CCOCC1	3.7	-2.4	2.0	3.1	4.0	-0.2	18.5	-1.5	2.0
50	Cc1ccc2c(c1)nnn2C1CCN(C(=O)C2CCCCC2)CC1	-4.1	-19.2	-0.6	-6.9	-4.5	0.8	-0.7	31.2	1.4

More compounds:
item	Molecule	NPY-Y2 PAM-ag	S1P4 antag	S1P4 agonist	EP2 modulator	NPY-Y1 antag	TRPML3 ag	NPY-Y1 PAM-ag	CHOP inh	zfTRPN1 agonist
51	Cc1cccc(N/C=C/C(=C(C#N)C#N)N(C)C)c1	-8.9	-7.9	0.9	0.3	4.0	0.5	-15.7	3.0	0.2
52	c1ccc(Cc2noc(CN3CCN(Cc4ccc5c(c4)OCO5)CC3)n2)cc1	-11.7	-14.5	-1.5	-4.1	4.9	1.1	-11.6	-0.1	1.1
53	Cc1sc2ccccc2[n+]1CCC(C)S(=O)(=O)[O-] (stereo not given)	7.9	-5.6	-0.2	19.6	2.6	0.7	-15.7	13.6	-0.4
54	CCN1CCCC1CNC(=O)CCc1nnc(CCC2CCCCC2)o1 (stereo not given)	4.6	-13.3	-0.1	4.2	3.7	0.2	-5.2	42.8	0.2
55	C#CCOCCOCCOCCNc1nc(N2CCN(C(=O)Cn3cc(CCO)nn3)CC2)nc(N2CCN(C(=O)[C@H]([C@@H](C)O)n3cc(CCCCN)nn3)CC2)n1	5.8	-13.7	2.0	15.9	-5.0	0.5	-16.6	-10.9	0.2
56	C=CCc1cc(/C=C2/NC(=O)N(CC)C2=O)cc(OCC)c1OCc1ccc(C(=O)O)cc1	-3.0	-17.8	0.8	-4.2	2.6	-0.2	-39.8	-6.2	0.1
